TCR CD3 inh: human TCR-CD3 binding inhibition; TAMRA-labeled TCR probe fluorescence, biochemical; inhibition, % at 9.4 µM; 360,000 tested, 0.37% active; AID 651800; in the data active = inhibition above about 19%;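 note: recombinant mutant TCR 2C K166C tagged with TAMRA read by polarization; 0% = receptor in buffer alone and 100% = receptor with positive control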
Rev-erbA mod: modulators of human Rev-erb alpha DNA binding | P20393 | Rev-erbα–FITC-DNA binding, fluorescence polarization, 90 min | activity, % at 10 µM | 370,000 tested, 0.79% active | AID 1259318;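 active = activity above about 14%, limit read from the data; passing the limit was not always enough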;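 note: 0% = DMSO wells with 35 nM protein and 100% = DMSO wells with 750 nM protein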
LEDGF integ inh: blocks HIV-1 LEDGF/p75-dependent DNA integration; 370,000 tested, 0.64% active; TR-FRET IN-LEDGF/p75 DNA integration, Eu/Cy5; inhibition, % at 3.7 µM;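 active = inhibition above the screen-wide mean plus 3 SD, cut at about 13% in these data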;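 note: signal is the Cy5 over europium emission ratio at 671 and 618 nm; 0% = plate median of compound wells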
rCAG binder: r(CAG) repeat RNA binding. TO-PRO-1 dye displacement fluorescence. inhibition, % at 3 µM. 370,000 tested, 1.3% active;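 active = inhibition above the plate cutoff, the mean of all test compounds on that plate plus 3 SD, cut at about 35% in these data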;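 note: 0% = DMSO alone and 100% = 100 µM mitoxantrone as full dye displacement; higher means more dye released from RNA so lower well fluorescence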
PRMT1 inh: blocks human protein arginine methyltransferase 1. recombinant PRMT1, activity-based probe fluorescence polarization. 370,000 tested, 1.3% active. Q99873. inhibition, % at 2.79 µM;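 active = inhibition above about 21% made by adding two undisclosed values, limit read from the data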
Target sequence (Q99873 whole entry, looked up): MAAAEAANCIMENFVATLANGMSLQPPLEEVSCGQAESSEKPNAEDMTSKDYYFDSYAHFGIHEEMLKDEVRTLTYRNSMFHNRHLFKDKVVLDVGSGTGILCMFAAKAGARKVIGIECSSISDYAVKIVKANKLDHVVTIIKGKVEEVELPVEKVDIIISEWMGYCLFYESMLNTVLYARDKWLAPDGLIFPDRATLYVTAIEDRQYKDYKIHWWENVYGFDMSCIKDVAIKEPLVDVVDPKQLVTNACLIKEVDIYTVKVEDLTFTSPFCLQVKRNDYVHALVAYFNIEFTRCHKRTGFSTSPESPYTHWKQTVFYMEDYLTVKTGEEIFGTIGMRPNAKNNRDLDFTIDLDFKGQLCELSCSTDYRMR
PG9 Ab binder: binds the HIV-1 gp120 antibody PG9. TR-FRET gp120-PG9 antibody binding. inhibition, % at 6.7 µM. 360,000 tested, 0.43% active; in the data active = inhibition above about 8.5%
MBD2 DNA inh: MBD2-methylated oligo binding inhibition. TR-FRET, MBD2 binding to methylated oligonucleotide. inhibition, % at 4.4 µM. 370,000 tested, 0.31% active. AID 686964; in the data active = inhibition above about 13%
Target sequence (Q9UBB5 whole entry, looked up): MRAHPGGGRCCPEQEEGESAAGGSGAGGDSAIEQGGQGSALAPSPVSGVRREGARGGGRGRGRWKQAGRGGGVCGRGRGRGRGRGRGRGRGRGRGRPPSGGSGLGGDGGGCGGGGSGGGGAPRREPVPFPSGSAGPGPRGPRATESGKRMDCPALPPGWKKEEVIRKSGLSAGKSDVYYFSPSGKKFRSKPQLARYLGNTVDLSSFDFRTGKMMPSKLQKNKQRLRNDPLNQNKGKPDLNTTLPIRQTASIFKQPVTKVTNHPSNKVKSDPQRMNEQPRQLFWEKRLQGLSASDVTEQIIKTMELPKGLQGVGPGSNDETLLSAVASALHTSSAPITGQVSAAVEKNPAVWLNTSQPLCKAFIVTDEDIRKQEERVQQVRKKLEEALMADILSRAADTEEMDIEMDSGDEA
UHRF1 binding: human UHRF1 methylated DNA binding inhibitors | Q96T88 | UHRF1 binding to methylated oligo, TR-FRET | inhibition, % at 4.4 µM | 370,000 tested, 0.75% active | AID 687016; in the data active = inhibition above about 21%;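 note: UHRF1 SRA domain binding a hemimethylated CpG hairpin DNA probe; 0% = median of test compound wells and 100% = reference inhibitor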
HTRA1 inhibitor: HTRA1 (human) protease inhibition; Q92743; recombinant HTRA1, FP-rhodamine activity-based probe, fluorescence polarization; inhibition, % at 5.96 µM; 340,000 tested, 0.5% active; in the data active = inhibition above about 36%;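 note: 0% = enzyme with DMSO and 100% = wells lacking enzyme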
ABHD4 inh: ABHD4 (mouse) inhibition, primary FP screen. purified mABHD4, FP-Rh probe fluorescence polarization. inhibition, % at 8.92 µM. 370,000 tested, 0.54% active. AID 720543;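 active = inhibition exceeding the mean over every tested compound plus 3 SD, cut at about 30% in these data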;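 note: 0% = plate median of compound wells and 100% = S159A mutant with DMSO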
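System: mouse ABHD4 enzyme, wild type / Medium: HEPES pH 7.0, NaCl, Pluronic buffer / Reagent: FP-Rh activity-based fluorescent probe / Control set: S159A mutant high control, sample median low control / Detection: fluorescence polarization with parallel and perpendicular emission, 525/598 nm / Schedule: 45 min + 60 min at 25 °C / Compound dosing: 8.92 µM, single dose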
* marks the source's active call; other numbers are inactive results; . = no result given.

SMILES	TCR CD3 inh	Rev-erbA mod	LEDGF integ inh	rCAG binder	PRMT1 inh	PG9 Ab binder	MBD2 DNA inh	UHRF1 binding	HTRA1 inhibitor	ABHD4 inh
CCOc1ccc(C(=O)NCC(=O)N2CCCC2)cc1	-10	5	-4	-1	4	-0.5	0	-2	-1	0
C=CCNC(=O)C12CCC(C)(C(=O)C1Br)C2(C)C (stereo unspecified)	-2	1	2	1	-3	0.5	-3	-3	-4	-4
COC(=O)c1ccc(Cn2cc(C(F)(F)F)cc([N+](=O)[O-])c2=O)cc1	4	-3	-2	0	0	-2.0	1	-1	-3	-1
CCCCNC(=O)CSc1nc2ccc(C)cc2[nH]1	8	-2	-2	0	-1	-1.2	-2	8	0	3
CC(C)CNC1CS(=O)(=O)CC1O (stereo unspecified)	0	-1	1	1	4	-0.9	-1	22*	0	1
COc1ccc(C(CNC(=O)COc2ccccc2C#N)N2CCOCC2)cc1 (stereo unspecified)	0	2	3	-8	0	-2.4	2	10	7	-6
COc1ccc(C(=O)NCCc2ccccc2)cc1[N+](=O)[O-]	-5	-4	-8	1	0	0.5	3	2	0	0
Cc1cn([C@H]2C[C@H](O)[C@@H](CNCc3cnc(N4CCOCC4)s3)O2)c(=O)[nH]c1=O	-8	9	2	2	0	-1.9	-3	2	4	3
O=S(=O)(c1cccc(-c2nc3ccccc3s2)c1)N1CCCC1	1	1	3	-2	2	-0.3	1	5	-20	-3
CCN(CC)S(=O)(=O)c1cc(NC(=O)Cc2ccsc2)ccc1C	4	2	-4	-1	-2	-0.7	1	-2	-4	0
CCCCCN1CCCCC(NC(=O)c2c(F)cccc2F)C1=O (stereo unspecified)	.	7	3	-2	-1	.	6	-1	.	2
c1cncc(-c2csc(NCc3ccco3)n2)c1	8	-4	0	2	2	-0.9	0	-2	-2	9

One compound at a time, as listed above. Screens in order: TCR CD3 inh	Rev-erbA mod	LEDGF integ inh	rCAG binder	PRMT1 inh	PG9 Ab binder	MBD2 DNA inh	UHRF1 binding	HTRA1 inhibitor	ABHD4 inh
Results for `O=S(=O)(c1cccc(-c2nc3ccccc3s2)c1)N1CCCC1` = 1	1	3	-2	2	-0.3	1	5	-20	-3
Results for `COc1ccc(C(CNC(=O)COc2ccccc2C#N)N2CCOCC2)cc1` (stereo unspecified) = 0	2	3	-8	0	-2.4	2	10	7	-6
Results for `CCN(CC)S(=O)(=O)c1cc(NC(=O)Cc2ccsc2)ccc1C` = 4	2	-4	-1	-2	-0.7	1	-2	-4	0
Results for `COC(=O)c1ccc(Cn2cc(C(F)(F)F)cc([N+](=O)[O-])c2=O)cc1` = 4	-3	-2	0	0	-2.0	1	-1	-3	-1
Results for `CCCCCN1CCCCC(NC(=O)c2c(F)cccc2F)C1=O` (stereo unspecified) = .	7	3	-2	-1	.	6	-1	.	2

Next section
SMILES	TCR CD3 inh	Rev-erbA mod	LEDGF integ inh	rCAG binder	PRMT1 inh	PG9 Ab binder	MBD2 DNA inh	UHRF1 binding	HTRA1 inhibitor	ABHD4 inh
COc1cccc(C2(C)NC(=O)N(CC(=O)c3cc(C)n(C4CC4)c3C)C2=O)c1 (stereo unspecified)	5	-5	-1	2	3	-1.6	1	-2	0	5
CCCCOC(=O)n1ccc(C(=O)Nc2ccccc2OC)n1	-1	-4	-4	-6	0	0.7	1	0	11	4
COc1ccccc1C(=O)N1CCN(Cc2cccnc2)CC1	-6	0	5	-1	-1	-0.1	-2	-2	6	14
CC(NC(=O)CCCc1nnc2n(C)c(=O)c3sccc3n12)c1ccccc1 (stereo unspecified)	7	-2	3	-2	-1	-1.3	4	0	5	0
COc1ccccc1CNC(=O)Cc1cc(=O)[nH]c(=O)[nH]1	10	-7	-2	2	-4	-0.1	-6	-1	2	7
O=C(NCc1ccccc1)C1CC(=O)N(C2CCCCC2)C1 (stereo unspecified)	0	-3	5	1	-6	1.6	-6	1	7	-2
COc1ccc(CNC(=O)N2CCN(S(=O)(=O)c3ccc(C)cc3C)CC2)cc1	5	-2	-2	1	0	1.1	2	1	1	1
CCOP(=O)(O)c1ccccc1OCCOCCOc1ccccc1P(=O)(O)OCC	3	-2	3	1	2	-0.7	-4	-1	1	-7
O=C(c1cccc2ccccc12)C1CCCN(C(=O)c2ccc(N3CCOCC3)cc2)C1 (stereo unspecified)	3	1	3	-8	-1	-0.1	0	-1	-12	-2
S=C(NCC1CCCO1)c1ccc(Br)cc1 (stereo unspecified)	4	3	1	-2	11	-0.4	2	-2	1	-3
Cc1ccc(NS(=O)(=O)c2cccs2)c(C)c1	4	3	1	-1	-1	-1.6	-6	4	4	6
COc1cc(NS(=O)(=O)c2ccc(N/C=C(\C=O)c3nc4cc(Cl)ccc4o3)cc2)nc(OC)n1	10	3	-1	60*	-1	0.0	-1	0	-33	-5
Cc1nc(C(F)(F)F)ccc1C(=O)N1CCC1(C)C(=O)NS(=O)(=O)c1c(C)noc1C (stereo unspecified)	0	8	2	2	-4	0.0	4	0	.	3
COc1ccccc1-c1noc2ncnc(Nc3ccc4c(c3)OCO4)c12	3	-1	3	-4	-2	-1.9	-3	-3	-2	-5
CN(C)CCNC(=S)Nc1ccc(Br)cc1	8	3	2	1	-4	1.1	2	-3	6	-10
Cn1c(=O)c(-c2ccccc2)nn2c3ccccc3nc12	3	11	0	-2	-1	-1.1	-8	-3	3	-5
CN(C)CCCN(Cc1ccccc1)C(=S)NCc1ccccc1	-9	-2	-8	-2	0	-1.6	3	2	-2	-4
CC(NC(=O)c1ccc(C#N)cc1)C1CC2CCC1C2 (stereo unspecified)	4	1	-1	-2	6	-3.4	-5	5	-5	8
CN(C)S(=O)(=O)c1cccc(C(=O)C2=C3SC=C(c4ccccc4)N3CC2)c1	-4	2	3	16	26*	-0.5	0	-5	-10	-2
CSc1ccccc1NC(=O)C1CC(c2c(F)cccc2Cl)=NO1 (stereo unspecified)	5	-3	-1	0	8	-2.0	0	-2	-3	-2
c1ccc(SCCOCCN2CCc3ccccc3C2)cc1	-5	2	0	-6	-4	-1.2	-2	-1	-7	-5
Cc1cccc(C)c1NC(=O)C1c2ccccc2OCC(=O)N1CC(F)(F)F (stereo unspecified)	-4	0	2	6	-4	-1.5	3	2	.	1
CC(=O)c1c(C)[nH]c(C(=O)CSc2nnc(-c3ccc(Cl)cc3)n2CC2CCCO2)c1C (stereo unspecified)	-5	0	0	7	5	1.5	7	3	-9	-5
CCN(CC(=O)N1CCOCC1)S(=O)(=O)c1ccc(F)cc1	10	-4	1	1	-2	1.5	-4	-3	-1	0
Fc1ccccc1-c1n[nH]c(=S)n1N=Cc1ccc(-c2ccccc2)cc1	.	-3	0	60*	2	.	1	2	.	-1
CCCCN(C(=O)CC1OC(=O)c2ccccc21)c1c(N)n(CCCC)c(=O)[nH]c1=O (stereo unspecified)	9	-1	5	-2	0	-2.3	1	-2	4	-4
Cc1ccc(C)c(NC(=O)CN(C)C(=O)[C@@H](NC(=O)c2ccc(C(C)(C)C)cc2)C(C)C)c1	8	-3	-1	-7	0	-1.7	1	-1	-5	-2
COc1cccc(N(CC(=O)NC(C)(C)C)C(=O)C2CSC(=O)C2)c1 (stereo unspecified)	3	-4	0	0	-1	0.7	5	1	-3	8
C[C@@H]1c2ccccc2N2C[C@H](Cc3ccc(C(=O)c4ccccc4)cc3)C[C@@H]12	7	-4	-2	7	-1	0.0	0	1	-12	-2
CCC(=O)N(CC)C1=C(O)c2ccccc2C(=O)C1=O	-3	2	4	-1	53*	-3.5	-8	-10	4	15
CC(C)CNS(=O)(=O)c1cc2c3c(c1)CCC(=O)N3CCC2	3	1	1	-3	-4	-0.9	1	-2	1	4
COc1cccc(CNC(=O)c2ccc(C(=O)NCc3cccc(OC)c3)cc2)c1	8	2	2	-8	-1	0.1	1	-2	-2	-2
CC(=O)c1cccc(NC(=O)c2cc(C(C)C)on2)c1	-5	4	5	3	-4	0.6	-2	0	-3	-3
Cc1cc(C(=O)CN2C(=O)c3ccccc3S2(=O)=O)c(C)n1CC1CCCO1 (stereo unspecified)	-2	11	1	-2	4	2.3	3	2	1	-6
Cc1nn(-c2ccc(F)cc2F)c2c1-c1nc(N3CCCC3)ncc1CC2	0	-1	-2	-5	-1	-2.1	-3	0	-21	4
CC1CCc2c(C(=O)N3CCN(S(=O)(=O)c4cccs4)CC3)csc2C1 (stereo unspecified)	9	-1	4	-5	0	0.6	3	2	-4	4
Cn1c(=O)c2c(nc(N3CCN(c4ccc([N+](=O)[O-])cc4)CC3)n2C)n(C)c1=O	-5	2	-3	-4	3	0.1	1	5	.	-2
Cc1oc(C(=O)O)cc1COc1cccc2ccccc12	1	-1	1	9	0	-0.5	0	0	6	0
Cc1cc(C(F)F)nn1CC(=O)NCc1ccco1	6	13	-3	2	1	-0.8	1	0	1	1
Cn1ncc(Cl)c1C(=O)Nc1ccc(Cl)cn1	-1	5	0	0	2	-1.6	1	-1	-10	-3
NC(=O)c1sc2nc3c(c(-c4cccs4)c2c1N)CCCCC3	-5	-3	4	-2	1	0.9	-2	0	-4	5
N#CC(=C1C=CC(=NO)C(Cl)=C1)c1ccccc1	0	-8	1	11	8	-1.6	-7	-3	.	14
Cc1ccc(-n2nc3c(=O)n(CCCC(=O)NC4CCC(C)CC4)nc(C)c3c2C)cc1 (stereo unspecified)	7	2	4	-8	0	1.2	7	11	0	-2
Cc1nc2ccccc2c(=O)n1NC(=O)c1ccc(Cl)c([N+](=O)[O-])c1	7	6	-2	3	-3	-1.9	-1	0	2	-1
COc1ccc(NC(=O)c2cc(C)cc(C)c2)cc1[N+](=O)[O-]	10	0	6	2	-6	0.5	-4	0	-58	-1
O=C1CCCCN1CCC(=O)N1CCCC(Nc2ccccc2)C1 (stereo unspecified)	3	0	0	0	0	1.8	1	2	3	1
CCOC(=O)c1ccccc1NC(=O)c1cn(-c2ccc(C)c(C)c2)c(=O)c2ccccc12	2	0	-2	3	-3	0.6	1	3	-6	-8
NS(=O)(=O)c1cc(C(=O)OCC(=O)N2CCc3ccccc3C2)ccc1Cl	-3	1	-7	3	6	0.3	4	5	6	4
CCCC(=O)N1CCN(c2ccc(NC(=O)c3ccccc3)cc2)CC1	-6	2	0	-1	2	-1.1	-1	1	5	-7
CC(=O)N1CCN(C(=S)c2ccc([N+](=O)[O-])cc2)CC1	7	-2	0	2	5	-1.0	0	-3	-2	2
O=S(=O)(NCCC1=CCCCC1)c1ccc(F)cc1	8	0	3	-4	-2	-1.4	-1	-1	-10	-1
COC(=S)N/C(=N\S(=O)(=O)c1ccc(Cl)cc1)c1ccccc1	4	-6	6	1	-1	-1.4	-1	1	2	1
CC(C)(C)OC(=O)N1CCC(Cc2cc(-c3ccc(Cl)cc3)no2)(C(=O)O)CC1	4	3	-1	34	-1	-2.2	-2	-4	-2	1
COc1ccc(NC(=O)CN(C)C(=O)c2cc(-c3ccc(OC)cc3)nc3ccccc23)cc1	7	3	-3	5	-6	-2.5	-4	0	-34	-10
c1ccc(CN2CCN(C3=Nc4cccc5cccc3c45)CC2)cc1	0	3	1	-10	-1	-3.2	-4	-5	1	6
CCN1C(=O)c2cccc3c(S(=O)(=O)N4CCCC4C(=O)O)ccc1c23 (stereo unspecified)	-2	0	0	-1	-2	2.4	-2	-5	-1	0

Source: PubChem BioAssay (several laboratories)

Not all compounds are listed. The share of hits here may be higher or lower than overall.
